Bioassay records deposited in PubChem by The Scripps Research Institute Molecular Screening Center.
phage Ecoli inh – growth loss of phage-infected E. coli, primary screen, RecBCD inhibitor project, absorbance, with phage, HTS. 360,000 tested, 0.26% active. inhibition, % at 11.9 µM; in the data active means inhibition above about 11%
* marks the source's active call; other numbers are inactive results. This is a subset (hit frequency here may not be typical).

| Molecule | phage Ecoli inh |
| --- | --- |
| CS(=O)(=O)N1Cc2cc(C(=O)NCC3CC3)nc(-c3cccc(-c4cccnc4)c3)c2[C@@H]1CCO | 0.4 |
| Cc1cn([C@H]2C[C@H](O)[C@@H](/C=C/C(=O)NCCc3ccc(S(N)(=O)=O)cc3)O2)c(=O)[nH]c1=O | 1.5 |
| CCCCCNC(=O)C(c1cc2ccccc2o1)n1c(=O)c(-c2ccco2)nc2ccccc21 (stereo unspecified) | 3.5 |
| CC1(Cc2cccc(F)c2)C(=O)Nc2ccc(-c3cccnc3)cc21 (stereo unspecified) | 2.5 |
| CCCNC(=O)N[C@H]1C=C[C@H](CC(=O)NC2CCCCC2)O[C@@H]1CO | -0.2 |
| CC(=O)Nc1ccc(-c2ccnc3c2CC(C)(C(=O)Nc2cccc(Oc4ccccc4)c2)O3)cc1 (stereo unspecified) | 3.6 |
| CC(C)(C)OC(=O)N[C@H]1C=C[C@@H](CC(=O)OCC(F)(F)F)C1 | 0.2 |
| O=C(N[C@H](C(=O)N1CCC[C@H]1C(=O)NC1CCCC1)C1CCCCC1)c1ccco1 | 1.6 |

(next part)
| Molecule | phage Ecoli inh |
| --- | --- |
| Cc1ccccc1-c1cnc(C(O)c2ccc(C(C)(C)C)cc2)[nH]1 (stereo unspecified) | 0.0 |
| Cc1ccc(S(=O)(=O)NC(=O)C2(C)CCN2C(=O)Cc2ccc(Cl)cc2Cl)nc1 (stereo unspecified) | 3.5 |
| COC(=O)N(C)C[C@H]1OCc2cnnn2CCCC(=O)N([C@H](C)CO)C[C@@H]1C | 2.5 |
| CCN(CC)c1cc2c(c3c1ccn3C)C1CCC2O1 (stereo unspecified) | -2.0 |
| CCc1ccc(C2=CC(=O)CC(C)(C)C2=O)cc1 | 1.8 |
| OC(c1ccc(-c2ccccc2)cc1)c1ncc(-c2ccc(F)cc2)[nH]1 (stereo unspecified) | 5.5 |
| CCOC(=O)C1(C)CCCCN1C(=O)c1ccoc1 (stereo unspecified) | 3.0 |
| Cc1cn([C@H]2C[C@H](O)[C@@H](CCC(=O)NCc3cccc4ccccc34)O2)c(=O)[nH]c1=O | 0.2 |

(next part)
| Molecule | phage Ecoli inh |
| --- | --- |
| NC(=O)C12NC(Cc3ccccc31)c1ccccc12 (stereo unspecified) | 1.1 |
| COCC#Cc1ccc2c(c1)O[C@H](CN(C)C(=O)c1ccccc1)[C@@H](C)CN([C@H](C)CO)S2(=O)=O | -1.8 |
| COc1cccc(CNc2nc(NCc3ccccc3)nc3ccsc23)c1 | 1.7 |
| CCOC(=O)[C@]12CCC=C1N(Cc1ccco1)C(=O)[C@H](CC(=O)NCc1cccs1)C2 | 1.2 |
| CN(CCO)c1cccc2c1S(=O)(=O)N[C@@H](Cc1ccccc1)CO2 | 5.1 |
| C[C@@H]1COc2cc(N3CCC[C@H]3CO)ccc2S(=O)(=O)N1 | 0.5 |
| COc1ccc(C(=O)NCCNc2nc3cc(C)cc(C)c3cc2C#N)nc1 | 0.3 |
| CC1(C(=O)NS(=O)(=O)c2ccccc2)CCN1C(=O)CC1CCCC1 (stereo unspecified) | 2.2 |

(next part)
| Molecule | phage Ecoli inh |
| --- | --- |
| C[C@@H]1ON(C)[C@H]2C[C@H]3c4cc(N5CCN(C)CC5)ccc4CCN3C[C@@H]12 | 1.4 |
| CCNC(=O)C1(C)CCN(C(=O)c2ccc(C#N)cc2)C1 (stereo unspecified) | 4.0 |
| CC1(Oc2ccccc2)CCN(Cc2csc3ccccc23)C1 (stereo unspecified) | 3.2 |
| COCCNC(=O)C1(C)CCN(C(=O)c2oc3ccccc3c2C)C1 (stereo unspecified) | 2.4 |
| CCOC(=O)C1=C[C@@H](C2CCCCC2)N(S(=O)(=O)c2ccc([N+](=O)[O-])cc2)[C@H]1c1ccccc1 | 4.4 |
| Oc1ccc(C[C@@H](CN2CCCC2CN2C(=S)NC[C@@H]2Cc2ccccc2)N2C[C@H](Cc3ccccc3)N(CC3CCCCCC3)C2=S)cc1 (stereo partly specified) | 1.5 |
| Cc1cc2c(nc1C)CCCN2S(=O)(=O)c1c(C)noc1C | 1.3 |
| Cc1[nH]c2ccccc2c1CC(=O)Nc1ccc(N(C)c2cccnc2)c(-c2cccc(Cl)c2)c1 | 0.8 |

Continued:
| Molecule | phage Ecoli inh |
| --- | --- |
| O=C(Nc1ccccc1)c1cc(C2CCCN(C(=O)c3ccc4c(c3)CCO4)C2)on1 (stereo unspecified) | -0.1 |
| COCCNC(=O)C1CCCN(Cc2ccc(C#N)cc2)CC1 (stereo unspecified) | 3.5 |
| CC(C)C[C@H]1COc2cccc(NCCO)c2S(=O)(=O)N1 | 5.4 |
| COc1cccc(-c2cnc(C(O)c3c(C)ccc4ccccc34)[nH]2)c1 (stereo unspecified) | 5.0 |
| CC1(C(=O)NCc2cccc(Cl)c2)Cc2c(-c3ccc4c(c3)OCO4)ccnc2O1 (stereo unspecified) | 0.7 |
| CC(C)CNC(=O)c1ccc(-c2ccc(F)c(F)c2)c2ccoc12 | 2.3 |
| C[C@@H]1CN([C@H](C)CO)C(=O)CCCn2nncc2CO[C@H]1CN(C)C(=O)Nc1ccc2c(c1)OCCO2 | 0.4 |
| Cc1ccc(C(NC(=O)C2CCN(CCOc3ccccc3)CC2)c2ccccn2)cc1 (stereo unspecified) | 0.1 |

4 entries from above, with each value named.
> COc1cccc(-c2cnc(C(O)c3c(C)ccc4ccccc34)[nH]2)c1 (stereo unspecified)
  phage Ecoli inh = 5.0
> CC1(C(=O)NCc2cccc(Cl)c2)Cc2c(-c3ccc4c(c3)OCO4)ccnc2O1 (stereo unspecified)
  phage Ecoli inh = 0.7
> CC(C)CNC(=O)c1ccc(-c2ccc(F)c(F)c2)c2ccoc12
  phage Ecoli inh = 2.3
> C[C@@H]1CN([C@H](C)CO)C(=O)CCCn2nncc2CO[C@H]1CN(C)C(=O)Nc1ccc2c(c1)OCCO2
  phage Ecoli inh = 0.4

(continued)
| Molecule | phage Ecoli inh |
| --- | --- |
| O=C1C=C(OCCF)CC(c2cccc([N+](=O)[O-])c2)O1 (stereo unspecified) | 0.7 |
| Cc1ccc(C(O)c2ncc(-c3ccccc3)[nH]2)c(C)c1 (stereo unspecified) | 5.8 |
| CC1=C(C(=O)N(C(C)C)C(C)C)CC(CC(=O)NCCCCc2ccccc2)C(=O)N1Cc1ccc(F)cc1 (stereo unspecified) | -1.7 |
| Nc1ccn([C@@H]2O[C@H](C(=O)N[C@H](Cc3ccccc3)C(=O)N3CCC(F)(F)CC3)[C@@H](O)[C@H]2O)c(=O)n1 | 0.0 |
| COC(=O)[C@]12CCCCC=C1N(Cc1ccco1)C(=O)[C@H](CC(=O)N1CCN(C(=O)c3ccco3)CC1)C2 | 3.4 |
| C[C@H](O)[C@@H]1C(=O)N2CCc3c([nH]c4ccccc34)[C@@H]2C[C@@H]1N(C)C(=O)c1cc(Cl)cc(Cl)c1 | 1.9 |
| COC(=O)C[C@@H]1CC[C@H](NS(=O)(=O)c2cccc(F)c2)[C@@H](CO)O1 | 1.8 |
| CCCCCCCCN1C(=O)[C@H](CC(=O)NCc2cccc(C(F)(F)F)c2)C[C@@]2(C(=O)OC)CCCCC=C12 | 2.3 |

New compounds follow:
| Molecule | phage Ecoli inh |
| --- | --- |
| CCCS(=O)(=O)NC(=O)C1(C)CCCN(C(=O)c2ccc(C(=O)OC)cc2)C1 (stereo unspecified) | 0.8 |
| CCOC(=O)N1CCN(C(=O)C[C@@H]2C[C@@]3(C(=O)OCC)CCC=C3N(Cc3ccc4c(c3)OCO4)C2=O)CC1 | 0.8 |
| CC(C)C[C@H]1CNC(=O)C(=O)N1C[C@@H]1CCCN1C[C@H](Cc1ccccc1)N1C[C@H](CC(C)C)N(CCc2ccccc2)C(=O)C1=O | 1.0 |
| CCNC(=O)N(C)[C@H]1C[C@H]2c3[nH]c4c(-c5ccccc5)cccc4c3CCN2C(=O)[C@H]1[C@H](C)O | -0.3 |
| O=C(Nc1nnc([C@H]2C[C@H](O)[C@@H](CO)O2)s1)c1cccc(Cl)c1 | 1.6 |
| COc1ccc(CN2C(=O)C(CC(=O)NCCN3CCOCC3)CC(C(=O)N3CCCCCC3)=C2C)cc1 (stereo unspecified) | 1.9 |
| O=S1(=O)N[C@H](Cc2ccccc2)COc2cc(N3CCN(Cc4ccccc4F)CC3)ccc21 | 1.2 |
| Cc1ccc(C2=CC(=O)CC(C)(C)C2=O)cc1 | 3.9 |

Later entries.
mol	phage Ecoli inh
CC(C)(C)c1ccc2cccc(F)c2n1	0.9
Cc1ccc(S(=O)(=O)N2CC(CBr)=CCC2c2ccccc2)cc1 (stereo unspecified)	1.9
O=C1NC(c2ccccc2)(c2ccccc2)C(=O)N1CNc1ccccn1	7.2
CN(C)c1ccc(-c2csc(C(O)c3ccccc3)n2)cc1 (stereo unspecified)	4.1
CCOC(=O)[C@]12CCCC=C1N(Cc1ccc3c(c1)OCO3)C(=O)[C@H](CC(=O)NCCCN1CCCC1=O)C2	-1.7
CCc1nc2ccc(C(=O)Nc3cccc(OCC(=O)N(C)C)c3)cn2c1N(CC)CCN(C)C	1.1
COC(=O)C1=CN(c2ccc(OC)cc2)C(N)=C(C#N)C1c1cccc2ccccc12 (stereo unspecified)	1.9
COc1ccc(Cn2cc(CN(C)C3CN(Cc4cn(Cc5ccc(OC)cc5)nn4)S(=O)(=O)C3)nn2)cc1 (stereo unspecified)	1.7
O=C(N[C@H](C(=O)N1CCC[C@H]1C(=O)NCCc1ccccc1Cl)C1CCCCC1)c1ccc(Cl)c(Cl)c1	5.6
COc1cccc(-c2cnc(C(O)c3ccc(CN4CCCC4)cc3)[nH]2)c1 (stereo unspecified)	2.3
Cc1ccc(C(=O)NC(C#N)=C(Cl)Cl)cc1	3.8
COc1ccc(-c2nc3c(C)cc(Br)cn3c2CC2CCCCC2)cc1OC	1.8

Further results follow:
mol	phage Ecoli inh
Cc1[nH]nc2c1C(c1ccccc1)N(c1ccccc1)C2=O (stereo unspecified)	0.5
O=C(NC(c1ccc(F)cc1)c1ccc2ccccc2n1)C1CCN(CCOc2ccc(Cl)cc2)CC1 (stereo unspecified)	4.3
O=C(NCCN1CCC(n2c(=O)[nH]c3ccccc32)CC1)c1cccc2c1-c1ccccc1C2=O	1.8
CCCN1C(=O)c2n[nH]c(C)c2C1c1ccc2c(c1)OCO2 (stereo unspecified)	2.4
C[C@@H]1O[C@H](C2CCCC2)CC2=C1C(=O)OC(C)(C)O2	0.9
CCCCNc1c(-c2cccnc2)nc2nc(C)cc(C)n12	2.1
CC(C)CNC(=O)C1(C)CCCN1Cc1ccc(S(C)(=O)=O)cc1 (stereo unspecified)	0.6
Cc1cccc(C)c1NC(=O)C(c1ccc(-c2ccccc2)cc1)n1c(=O)c(-c2ccco2)nc2ccccc21 (stereo unspecified)	1.4
Nc1[nH]c(C(=O)c2ccc(Br)cc2)c(-c2ccc(Br)cc2)c1C(=O)NCCc1c[nH]c2ccccc12	0.1
O=C(NC1CC1)c1ccc(-c2cnc3cccnn23)cc1	-0.1
CCc1nc2ccc(C(=O)N3CCN(C(C)=O)CC3)cn2c1N(C=O)Cc1ccc(OC)cc1	-1.6
O=C(N[C@H](C(=O)N1CCC[C@H]1C(=O)NCc1ccccc1)c1ccccc1)c1ccc(Cl)c(Cl)c1	0.6

(list continues)
mol	phage Ecoli inh
COCc1cc(N2CCNC[C@@H]2C)ccc1N1CCS(=O)(=O)CC1	3.0
Cc1ccc2nc(-c3ccc(CN4CCC(n5cc(-c6ccccc6)[nH]c5=O)CC4)cc3)c(-c3ccccc3)nc2c1	2.1
CCC(=O)N1CCC(C)(C(=O)Nc2nccc3ccccc23)C1 (stereo unspecified)	3.0
CCC(C)CN1C(=O)CN(S(C)(=O)=O)CC1(C)C(=O)Nc1c(C)cccc1C (stereo unspecified)	4.6
Cc1nccn1-c1ccc(NC(=O)[C@H]2O[C@@H](n3ccc(=O)[nH]c3=O)[C@H](O)[C@@H]2O)cc1	4.4
COc1ccc(C(=O)N2CCCC(C)(C(=O)NS(=O)(=O)C3CC3)C2)cc1 (stereo unspecified)	2.6
COc1ccc(OC)c(NC(=O)C2(C)CCN2CCc2ccccc2)c1 (stereo unspecified)	2.6
COCCCN1C(=O)C(CC(=O)NCCCN(C)C)CC(C(=O)N(C(C)C)C(C)C)=C1C (stereo unspecified)	3.7
Cc1ccc2nc(-c3cccc(Br)c3)c(Cc3ccccc3C(F)(F)F)n2c1	0.4
CCCCCCCCN1C(=O)[C@H](CC(=O)NCCCCc2ccccc2)C[C@@]2(C(=O)OC)CC(C)(C)CC=C12	-0.5
CCOC(=O)[C@]12CCCC=C1N(Cc1ccc(Cl)cc1Cl)C(=O)[C@H](CC(=O)N1CCC(c3ccccc3)CC1)C2	-1.7
O=C(NCCCn1ccnc1)c1[nH]c(C(F)(F)F)nc1-c1ccccc1	3.2

Next part:
mol	phage Ecoli inh
COc1ccc(-c2cc(NC(=O)Cc3c[nH]c4ccccc34)ccc2N(C)c2cccnc2)cc1F	2.7
CC1(C(=O)NCc2ccccc2)Cc2c(-c3cccc(C(N)=O)c3)ccnc2O1 (stereo unspecified)	4.1
COCOc1cccc(CN2CCC(C)(Oc3cccc(C#N)c3)C2)c1 (stereo unspecified)	2.3
CCNC(=O)C1(C)CCCN(C(=O)c2cc(-c3cccs3)oc2C)C1 (stereo unspecified)	-2.4
CNc1cncc(-c2cccc(C(=O)NC3CC3)c2)n1	0.4
CCc1nc2ccc(C(=O)N3CCN(C(C)=O)CC3)cn2c1N(CC)C(C)=O	2.4
COc1ccc(CN2C(=O)COc3ccccc3C2c2nc3ccccc3[nH]2)cc1 (stereo unspecified)	-0.5
O=C1NC[C@@H](CCCCN2C[C@H](Cc3ccc(O)cc3)N(CCc3ccc(O)cc3)C(=O)C2=O)N(CC2CCCCC2)C1=O	3.6
O=C(NC(c1ccc(Cl)cc1)c1cnccn1)C1CCN(Cc2ccccc2)CC1 (stereo unspecified)	2.5
COC(=O)C1=C(C)N(Cc2ccccc2C(F)(F)F)C(=NCc2ccc(C(F)(F)F)cc2)NC1c1cccc(Cl)c1 (stereo unspecified)	4.9
COc1ccc(C(C(=O)NC(C)(C)C)n2c(-c3ccc(C(F)(F)F)cc3)nc3ccccc32)cc1 (stereo unspecified)	-2.4

2 consecutive compounds already listed, quoted:
mol	phage Ecoli inh
COC(=O)C1=C(C)N(Cc2ccccc2C(F)(F)F)C(=NCc2ccc(C(F)(F)F)cc2)NC1c1cccc(Cl)c1 (stereo unspecified)	4.9
COc1ccc(C(C(=O)NC(C)(C)C)n2c(-c3ccc(C(F)(F)F)cc3)nc3ccccc32)cc1 (stereo unspecified)	-2.4
